Screening results: PubChem BioAssay, several laboratories
CSN inh – inhibitors of CSN-mediated cullin deneddylation, primary screen, biochemical, fluorescence polarization, uHTS; COP9 signalosome complex subunit 5 (Homo sapiens), Q92905; Purified CSN, SCF-Nedd8-OG deneddylation; inhibition, % at 12.5 µM; 360,000 tested, 0.38% active;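 active means pattern-corrected inhibition above about 35%, with an unprinted fluorescence ratio check between 0.5 and 1.5, limit read from the data, passing the limit was not always enough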;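 further: 0% = enzyme with substrate and 100% = substrate without enzyme; some results filed as inactive read as strong as hits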
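assay system = purified human Csn5 enzyme expressed in HEK293T cells | amount = 0.24 nM enzyme | buffer or medium = Tris/NaCl/DTT buffer, pH 7.5 | reagent = 10 nM SCFSkp2-Nedd8OG | compound = one concentration, 12.5 µM, 0.25% DMSO | times = 90 min reaction at room temperature | signal = FP | read-out basis = % inhibition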
Rpn11 block – Rpn11 (PSMD14) deubiquitinase inhibitors, primary screen, biochemical, fluorescence polarization, uHTS; 26S proteasome non-ATPase regulatory subunit 14 (Homo sapiens), O00487; human 26S proteasome, Ub4-pepOG fluorescence polarization; 20S core pre-blocked with epoxomicin; 360,000 tested, 0.59% active; calls only at 20 µM;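 active means inhibition at 20 µM, scaled to each plate's controls, above about 33%, limit read from the data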
MT1-MMP act inh – blockers of MT1-MMP proenzyme processing, primary screen, HT1080 RFP-PRO-GFP cells, GFP/RFP fluorescence; Matrix metalloproteinase-14 (Homo sapiens), P50281; GFP/RFP ratio fluorescence, overnight; percent of plate control window, DMSO zero; GFP/RFP ratio change, % at 20 µM; 360,000 tested, 0.061% active; AID 651647, 2012;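 active means GFP/RFP ratio change of at least 30% with cell ATP level not reduced by more than half and red fluorescence within 50% of control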; further: strong numbers were not always called active
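Assay system: HT1080 cells carrying an RFP-PRO-GFP reporter | Dosing: Single dose of 20 µM compound, 1% DMSO final | Incubation: Cells overnight before dosing, compound overnight, 37 °C, 5% CO2 | Evaluation: GFP/RFP fluorescence ratio | Control set: DMSO and RFP-L50D-GFP cell wells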
MsrA inhibitor – bovine MsrA enzyme inhibitors, primary screen, biochemical, absorbance, HTS; Methionine sulfoxide reductase A (Bos taurus); purified bovine MsrA, absorbance read-out; inhibition, % at 15.5 µM; 360,000 tested, 0.75% active; AID 651718, 2012; in the data active means inhibition above about 4.5%;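 further: 0% = vehicle wells with enzyme and 100% = reference inhibitor wells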
bovine MsrA act – bovine MsrA enzyme activators, primary screen, biochemical, absorbance, HTS | activation, % at 10.6 µM | 360,000 tested, 0.3% active | purified bovine MsrA, absorbance read-out | Methionine sulfoxide reductase A (Bos taurus) | AID 602163, 2012; in the data active means activation above about 7.5%;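 further: 0% = vehicle and 100% = reference activator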
MLLE-PAM2 inh – inhibitors of PABP1 MLLE–PAM2 peptide binding, primary screen, biochemical, fluorescence polarization, FITC-PAM2, GST-MLLE | Polyadenylate-binding protein 1 (Homo sapiens), P11940 | inhibition, % at 20 µM | 360,000 tested, 0.36% active; in the data active means inhibition above about 35%, passing the limit was not always enough;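 further: plate controls were DMSO wells with GST-MLLE for no effect and wells lacking GST-MLLE protein for full effect; some results filed as inactive read as strong as hits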
eLon inh – inhibitors of E. coli Lon protease, primary screen, biochemical, fluorescence polarization; P0A9M0; purified E. coli Lon protease; inhibition, % at 7.94 µM; 360,000 tested, 0.42% active; AID 602123, 2011; in the data active means inhibition above about 13%, passing the limit was not always enough;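 further: 0% = enzyme with probe and DMSO and 100% = no enzyme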
FAS-TE inh – FAS thioesterase domain inhibitors, primary screen, biochemical, fluorescence intensity, uHTS. recombinant FAS-TE, OMFH fluorogenic substrate, fluorescence endpoint. inhibition, % at 15 µM. 360,000 tested, 0.67% active;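 active means compounds whose normalised, plate-corrected inhibition of enzyme fluorescence in the single-dose primary screen is 50% or more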;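 further: 0% = DMSO with enzyme and 100% = substrate without enzyme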
Rin1 Abl inh – inhibitors of Rin1-Abl protein binding, primary screen, biochemical, TR-FRET; Tyrosine-protein kinase ABL1 (Homo sapiens) + Ras and Rab interactor 1 (Homo sapiens), …; inhibition, % at 7.35 µM; 360,000 tested, 0.4% active; in the data active means inhibition above about 5%, passing the limit was not always enough
* = called active by the depositor; i = inactive; . = no result given; + = active, no number; & = joins results of further samples. The order is random; any-hit rate near 3.7%.

SMILES	CSN inh	Rpn11 block	MT1-MMP act inh	MsrA inhibitor	bovine MsrA act	MLLE-PAM2 inh	eLon inh	FAS-TE inh	Rin1 Abl inh
CCNc1nc2c(c(=O)n(C)c(=O)n2C)n1Cc1ccc(Cl)cc1	-4	i	-4	0.4	-1	-20	-14	-3	1
COc1cc(CNC(=O)c2nc(Cn3nc(C)c(Br)c3C)no2)cc(OC)c1	-3	i	2	0.1	-3	6	-4	5	5
O=C(Nc1cc(=O)[nH]c2ncnn12)c1ccccc1F	3	i	6	0.0	-4	-4	3	-8	-2
CC(=O)N1CCC(C(=O)Nc2ccc(S(=O)(=O)N3CCCC(C)C3)cc2)CC1 (centres undefined)	0	i	-4	-0.6	-2	-57	-4	-5	2
COC(=O)c1cccc(N2C(=O)C(Cl)=C(N3CCOCC3)C2=O)c1	-2	i	1	0.4	0	31	5	-8	0
COc1ccc(CCNC(=O)CN(c2ccccc2OC)S(=O)(=O)c2ccc(C)cc2)cc1	-1	i	-4	-0.9	-8	4	0	16	3
O=C(O)Cc1ccc(NS(=O)(=O)c2ccccc2Br)cc1	5	i	2	-0.5	-3	3	-1	-4	-3
CC(=O)Nc1ccc(NC(=O)C(C)n2c3ccccc3c3nc(=O)cc(C)n32)cc1 (centres undefined)	1	i	-2	1.1	-2	-5	1	-2	-1
CN[C@H](C)C(=O)NC[C@H]1O[C@@H](n2ccc(N)nc2=O)[C@H](O)[C@@H]1O	0	i	2	0.3	-2	2	-2	-8	-1
CCc1cc(OCCN2C(=O)NC(C)(C)C2=O)ccc1Cl	5	i	0	-0.3	-3	-3	-2	0	0
CCNC(=O)C(=O)NCc1ccncc1	-3	i	0	0.8	-3	5	-4	-5	7
CCOc1ccc(OCC)c(NS(=O)(=O)c2ccc3c(c2)CCN3C(=O)C2CCC2)c1	-2	i	0	0.6	-3	7	-1	9	-3
Cc1cccc(NC(=S)N(CCN(C)C)Cc2cc3cc(C)cc(C)c3[nH]c2=O)c1	-6	i	-2	0.4	-4	2	3	0	-3
C[C@H]1CN[C@@H](CCO)/C1=C\c1ccccc1	-3	i	0	1.0	-1	15	0	-5	-1
Cc1cccc(-n2nc([N+](=O)[O-])c(=NC3CCN(Cc4ccccc4)CC3)n2O)c1	0	i	-6	-0.2	1	4	-16	5	-3
COc1ccc(-c2csc(NC(=O)Cn3nc(C)cc3C)n2)cc1	3	i	2	-1.4	-3	-2	6	-5	0
NC12CC3CC(C1)CC(O)(C3)C2	1	i	3	-0.6	-1	11	-1	-6	0
COc1ccc(CCN2CC(C(=O)N3CCN(C(C)=O)CC3)CCC2=O)cc1 (centres undefined)	3	i	0	-0.1	-7	10	9	-7	-1
Cc1ccc(C)c(OCCC(=O)Nc2cccc(S(=O)(=O)NC3=NCCCCC3)c2)c1	0	i	7	-1.0	-8	2	8	-1	4
Cc1c(CCOC(=O)C2C3CC4CC(C3)CC2C4)sc[n+]1CC(=O)c1ccc(Br)cc1 (centres undefined)	3&1	i	-10&2	-1.9&-1.8	1&-1	21&14	-8&-5	-8&34	-1&4
CS(=O)(=O)c1ccccc1C(=O)Nc1ccc(-c2nc3ccccc3o2)cc1	-1	i	5	0.4	-2	8	4	2	-1
Cc1ccccc1C(=O)Nc1cc(NC(=O)c2ccccc2C)cc(C(=O)O)c1	-3	i	2	-1.2	-7	1	1	-2	-2
CC(C)CNC(=O)C(=O)NNC(=O)C1CCCCC1	3	i	3	0.4	0	7	0	-5	0
CN1C(=O)Cc2cc(S(=O)(=O)NCCc3ccc(Cl)cc3)ccc21	1	i	-2	-1.2	-4	11	0	2	4
CCN(CC)S(=O)(=O)c1ccc2oc(SCC(=O)NC3CC3)nc2c1	-7	i	-3	0.5	-2	33	-15	-3	6

Whole records, looked up by structure. Values in the order: CSN inh | Rpn11 block | MT1-MMP act inh | MsrA inhibitor | bovine MsrA act | MLLE-PAM2 inh | eLon inh | FAS-TE inh | Rin1 Abl inh
O=C(O)Cc1ccc(NS(=O)(=O)c2ccccc2Br)cc1 is listed as 5 | i | 2 | -0.5 | -3 | 3 | -1 | -4 | -3
O=C(Nc1cc(=O)[nH]c2ncnn12)c1ccccc1F is listed as 3 | i | 6 | 0.0 | -4 | -4 | 3 | -8 | -2

(cont.)
SMILES	CSN inh	Rpn11 block	MT1-MMP act inh	MsrA inhibitor	bovine MsrA act	MLLE-PAM2 inh	eLon inh	FAS-TE inh	Rin1 Abl inh
CCC(=O)N(CC)Cc1cc(=O)[nH]c2ccccc12	4	i	0	2.8	3	0	-2	-8	1
CS(=O)(=O)N1CCN(S(=O)(=O)c2ccccc2[N+](=O)[O-])CC1	-7	i	1	-0.6	-8	21	-7	2	3
O=C(Nc1cccc(NC(=O)c2ncn[nH]2)c1)c1cccc(Cl)c1	-7	i	4	1.6	-3	-1	2	-64	0
CN(C(=O)CSc1nnc(-c2ccccc2)o1)c1c(N)n(Cc2ccccc2)c(=O)[nH]c1=O	-9	i	-4	-0.6	-4	-60	-3	-8	-1
CCCNC(=O)Cc1c(OC)ccc2cc(Br)ccc12	-14	i	-1	-0.5	-14	6	1	-7	-8
C=CCN1C(=O)C2(OCCCO2)c2cccc(Cl)c21	0	i	-1	-1.2	-2	-3	-1	0	2
COC(=O)Nc1nnc(Cc2ccc(OC)cc2)s1	-5	i	6	-0.7	-2	-4	0	-9	0
O=C(CSCC(=O)N1CCOCC1)Nc1nc(-c2ccc3c(c2)OCO3)cs1	2	i	4	0.2	-15	14	-4	-3	2
COc1cc(-c2ccc3c(=O)c4ccccc4n(C)c3c2)cc(OC)c1OC	0	i	-2	0.5	-3	2	-1	16	1
COc1cccc(-c2nc(CS(=O)(=O)CC(=O)NC3CCCC3)c(C)o2)c1	0	i	0	-0.3	1	-7	-1	2	-1
COC(=O)CNC(=O)c1cccc(F)c1	-1	i	-3	0.1	-3	-9	4	-6	-2
CCOC(=O)c1sc(NC(=O)CCN2C(=O)C3CCCCC3C2=O)cc1C (centres undefined)	-1	i	5	-0.7	-5	7	6	-1	0
N#Cc1cccc(NC(=O)Cn2cnc(S(=O)(=O)N3CCCCC3)c2)c1	1	i	5	-0.1	-6	-7	-1	-7	6
Cc1cccc(NC(=O)CCS(=O)(=O)c2cccc3nonc23)c1C	-1	i	-1	-0.8	-9	-17	-3	3	0
CCc1nnc(NC(=O)c2ccc(S(=O)(=O)NC3CCCCC3)cc2)s1	-4	i	6	0.9	-3	-6	-15	0	4
CN1C(=O)CC(Sc2ncccc2C(=O)O)C1=O (centres undefined)	-5	i	5	0.2	-11	-1	-10	-9	-4
O=c1c(Cc2ccc(Cl)cc2Cl)c(O)ccn1Cc1ccncc1	11	i	-16	0.4	-2	25	5	-1	0
Cc1cccc(/C=C(\C#N)C(=O)Nc2ccccn2)c1	2	i	-7	0.4	-3	20	-4	-3	2
COC(=O)Cn1c(C)nc2c(sc3nc(C)cc(C)c32)c1=O	-1	i	6	.	-2	-4	-7	-2	0
Cc1ccc(C2=NOC(C)(c3nnc(-c4ccc(Cl)cc4)o3)C2)cc1 (centres undefined)	1	i	-3	-0.2	2	-93	1	14	3
CNC(=O)C[C@H]1C(=O)N(c2ccc(Br)cc2)C[C@@H]1CSC	-2	i	0	5.6*	-1	6	-4	-7	-3
O=C(CC1C(=O)NCCN1Cc1ccccn1)NCCc1ccccc1F (centres undefined)	-5	i	-9	0.9	-2	5	13	-4	-3
CC(C)C[C@H]1CNC(=O)C(=O)N1CC1CCN(CC2CCC(C)CC2)CC1 (some centres undefined)	0	i	3	1.0	1	4	-2	-5	0
O=C(CSc1nnc(C2CC2)n1-c1ccccc1)NCc1ccco1	-2	i	1	0.4	-2	-1	-7	-3	5
COC(=O)c1nn(-c2ccccc2)c(=O)cc1Oc1ccc(Cl)cc1	3	i	-4	-0.7	-7	4	-5	-5	3

Gathered by group, the compounds so far with a thiophene ring, fused or not (2)
SMILES	CSN inh	Rpn11 block	MT1-MMP act inh	MsrA inhibitor	bovine MsrA act	MLLE-PAM2 inh	eLon inh	FAS-TE inh	Rin1 Abl inh
CCOC(=O)c1sc(NC(=O)CCN2C(=O)C3CCCCC3C2=O)cc1C (centres undefined)	-1	i	5	-0.7	-5	7	6	-1	0
COC(=O)Cn1c(C)nc2c(sc3nc(C)cc(C)c32)c1=O	-1	i	6	.	-2	-4	-7	-2	0

(listing goes on)
SMILES	CSN inh	Rpn11 block	MT1-MMP act inh	MsrA inhibitor	bovine MsrA act	MLLE-PAM2 inh	eLon inh	FAS-TE inh	Rin1 Abl inh
CCN(CC)c1ccc(N2C(=O)CSC2=S)cc1	-6	+	43	0.1	-6	-5	-8	5	-3
CCOC(=O)Cn1cc(C(=O)c2cccs2)c2ccccc21	-2	i	11	3.3	-4	-4	-12	3	0
COc1ccc(CNC(=O)C(=O)NCC2OCCN2S(=O)(=O)c2ccc(F)cc2)cc1 (centres undefined)	0	i	-1	0.6	-2	5	-2	-3	3
COc1ccc(-c2cc(C(=O)Nc3cccc(O)c3)no2)cc1	5	i	4	-0.7	-3	7	1	-3	0
CC1=C(C(=O)OCC2CCCO2)C(c2ccccc2Cl)NC(=O)N1 (centres undefined)	-4	i	0	0.2	-3	12	3	-5	-1
CCCOP(=O)(c1ccc(N(C)C)cc1)C(O)c1c(Cl)cccc1Cl (centres undefined)	-2	i	-1	0.2	-3	4	0	-6	0
CCOc1ccc(N2C(=O)C3=C(C(c4ccc(Cl)cc4)=NCCN3)C2c2cccnc2)cc1 (centres undefined)	1	i	-4	2.2	-5	9	2	2	-5
CCC1(CC)Cc2ccccc2-c2[nH]c(=S)[nH]c(=O)c21	-5	i	-1	2.4	-4	28	-1	-5	-36
CN(c1cccc2cccnc12)S(=O)(=O)c1ccccc1	2	i	1	-0.8	-4	5	1	-3	-2
O=S1(=O)NC(=NCC(c2ccco2)N2CCCCC2)c2ccccc21 (centres undefined)	-1	i	-2	0.0	-6	-3	-6	-4	0
CCOC(=O)[C@H]1[C@H]2COc3cc(OC)ccc3[C@@H]2N2C(=O)N(c3ccc(Cl)cc3)C(=O)[C@@]12C	-3	i	0	.	-1	15	4	27	0
COc1ccc2oc(C(=O)OCC(=O)N(Cc3ccccc3)C(C)(C)C)c(C)c2c1	7	i	-3	-1.1	-5	-8	-5	22	4
CC(=O)CSc1ncnc2sc3c(c12)CCC3	5	i	-5	-0.1	-1	-7	4	0	-6
CCN(CC)c1ncnc2c1ncn2[C@H]1CN(Cc2ccc(F)cc2)C[C@@H](CO)O1	1	i	0	-0.2	1	-10	-2	-1	0
Cc1ccc(CNC(=O)c2cc(-c3cc(C)cc(C)c3O)n[nH]2)cc1	2	i	3	-0.2	-6	6	-1	10	-2
O=C(/C=C/c1ccccc1)c1c[nH]c2ccccc12	-2	i	-2	1.1	-9	8	1	-3	0
COc1cc(CN2CCC(Cc3ccccc3)CC2)cc([N+](=O)[O-])c1O	-2	i	3	0.1	0	-6	-2	-3	-3
